Tb PFK block: T. brucei PFK enzyme inhibition; O15648; T. brucei PFK, ADP-Glo luminescence; Potency, µM (highest dose often 57.5 µM), for inactives: at the top dose activity, negative = inhibition, most hits filed as inhibitors; 330,000 tested, 0.17% active;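 note: potency is the fitted concentration of half-maximal effect; 0% = uninhibited 1x PFK enzyme wells and -100% = no-enzyme wells; nearly all actives have a fitted effect of over 60% in size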
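Luminescent ADP detection (ADP-Glo, two-step: ATP depletion then ADP-to-ATP conversion for luciferase) reported PFK activity after 45 min room-temperature reaction of 1.25 nM enzyme with 0.5 mM F6P and 0.1 mM ATP at pH 8.0.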
Mito fusion act: mitochondrial division inhibition or fusion activation; S. cerevisiae fusion-defective mutant growth rescue, CellTiterGlo 48 h; Potency, µM (highest dose often 46.1 µM), for inactives: top-dose growth rescue (activation), actives largely listed as activators; 320,000 tested, 0.23% active; AID 485298;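 note: potency is the fitted concentration of half-maximal effect; % of control where 0% means no effect; nearly all actives have a fitted effect of over 45% in size; temperature-sensitive fusion mutants such as fzo1-1 at 37 °C on non-fermentable ethanol glycerol medium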
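Compounds are tested for their ability to restore growth of mitochondrial fusion-defective yeast strains at non-permissive 37C in YPEG medium over 48 hours. Viability is quantified by luciferase luminescence.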
TCR activator: T cell receptor activation. primary human leukocytes, anti-CD3, IL-2 HTRF, 48 h. Potency, µM (top dose mostly 9.22 µM), without a hit: at the top dose activation of IL-2 secretion, hits mostly activators. 330,000 tested, under 10 active; note: % of control where 0% means no effect
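48 hr co-incubation of compounds, a-CD3 beads and primary human leukocytes; IL-2 quantified homogeneously by HTRF with anti-IL-2 K and d2 conjugates.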
A-T KAP1 phos: potential ataxia-telangiectasia treatments restoring KAP-1 phosphorylation. […] A-T fibroblasts, KAP-1 phosphorylation AlphaLISA; neocarzinostatin DNA damage 30 min before lysis. Potency, µM (highest dose often 57.5 µM), without a hit: at the highest dose activation, hits mostly activators. 320,000 tested, 0.19% active. AID 485349; note: potency is the fitted concentration of half-maximal effect; % of control where 0% means no effect; nearly all actives have a fitted effect of over 45% in size
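hTERT-immortalized A-T patient fibroblasts ([…]), 500 cells/well in OPTI-MEM, 1% FBS, got compounds for 60 min, then NCS for 30 min at 37C. Lysates were then assayed for phospho-KAP-1 by AlphaLISA (anti-pKAP1 donor, anti-KAP1 acceptor beads), 6 hr at 25C.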
S-ASM inh: blocks human secretory acid sphingomyelinase; P17405; placental ASM, HMU-PC fluorogenic substrate, 60 min; Potency, µM (highest dose often 57.5 µM), without a hit: top-dose activity change, negative = inhibition, hits mostly inhibitors; 340,000 tested, 0.006% active; AID 504937; note: potency is the fitted concentration of half-maximal effect
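qHTS format. ASM enzyme prepared from human placenta hydrolyses the fluorogenic substrate HMU-PC0 (9 uM final) over 60 min at 37 °C after a 10 min compound preincubation.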
BCR signal inh: blocks chronic active B-cell receptor signaling. ABC-DLBCL IkBa-CBG/CBR reporter, luminescence ratio, 4 h. Potency, µM (doses to about 46.1 µM), inactives show at the highest dose ratio change, negative = lower green/red ratio, most hits filed as inhibitors. 340,000 tested, 0.05% active; active = well fitted inhibition curve with a large enough effect in the signal ratio, with a control signal flat, not every such curve was filed as active; inconclusive = small, poorly fitted or top-dose-only effect, or effect the other way, or a change in a side signal; the % refers to the signal ratio;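 note: potency is the fitted concentration of half-maximal effect; plate controls were basal doxycycline-induced cells for no effect and cells given 10 µM MG132 for full effect; MG132 reads +100%, hits lower the ratio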
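Concentration-response series (up to 46 uM) were applied to TMD8 dual-reporter cells for 4 h at 37C with doxycycline. Green/red ratio, after filter-overlap correction, defined %Activity; red signal alone was normalised to basal cells and zero luminescence.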
Eya2 phos inh: blocks the phosphatase activity of human Eya2; O00167; 330,000 tested, 0.006% active; recombinant Eya2, OMFP fluorescence dephosphorylation (OMFP is methylfluorescein phosphate); Potency, µM (highest dose often 76.9 µM), without a hit: at the highest dose activity, negative = inhibition, hits mostly inhibitors; note: potency is the fitted concentration of half-maximal effect; % is set by controls: 0 for no effect and ±100 for the full control effect
Target sequence (O00167 whole entry, looked up): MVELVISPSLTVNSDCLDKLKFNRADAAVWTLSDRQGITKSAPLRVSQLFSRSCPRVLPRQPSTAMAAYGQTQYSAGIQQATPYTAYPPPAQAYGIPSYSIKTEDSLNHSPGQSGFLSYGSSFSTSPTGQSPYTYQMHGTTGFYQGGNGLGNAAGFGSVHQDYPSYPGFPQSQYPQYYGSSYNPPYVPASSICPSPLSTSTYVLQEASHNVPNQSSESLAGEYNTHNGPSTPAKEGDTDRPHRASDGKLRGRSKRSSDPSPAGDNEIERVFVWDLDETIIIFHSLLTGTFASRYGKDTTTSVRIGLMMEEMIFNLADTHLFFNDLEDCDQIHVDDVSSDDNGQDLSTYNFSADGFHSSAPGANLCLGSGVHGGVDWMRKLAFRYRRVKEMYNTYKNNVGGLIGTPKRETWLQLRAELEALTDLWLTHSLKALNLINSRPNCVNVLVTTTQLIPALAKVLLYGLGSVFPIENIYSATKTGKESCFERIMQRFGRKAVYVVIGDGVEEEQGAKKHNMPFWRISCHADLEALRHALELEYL
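Eya2 (0.2 uM) preincubated 10 min at ambient with compound, then OMFP substrate added at 50 uM; 10 min reaction in 50 mM HEPES pH 7.5, 50 mM NaCl, 5 uM MgCl2, 0.05% BSA, 1 mM DTT. Fluorescence read at Ex 485/Em 525 nm.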
PTAP TSG101 blk: blocks PTAP/TSG101 interaction to inhibit HIV-1 budding. Fluorescence polarization, FITC-PTAP peptide / Tsg101 binding. Q99816. 340,000 tested, under 10 active. Potency, µM (series often up to 115 µM), for inactives: at the highest dose activity change, negative = inhibition, usual class: inhibitors; active = well fitted inhibition curve with a large enough effect in the main read-out, with a control signal flat, not every such curve was filed as active; inconclusive = small, poorly fitted or top-dose-only effect, or effect the other way, or a change in a side signal; inactive = no such curve, though single readings can be large or run the other way; note: potency is the fitted concentration of half-maximal effect; % of control where 0% means no effect
Target sequence (Q99816 whole entry, looked up): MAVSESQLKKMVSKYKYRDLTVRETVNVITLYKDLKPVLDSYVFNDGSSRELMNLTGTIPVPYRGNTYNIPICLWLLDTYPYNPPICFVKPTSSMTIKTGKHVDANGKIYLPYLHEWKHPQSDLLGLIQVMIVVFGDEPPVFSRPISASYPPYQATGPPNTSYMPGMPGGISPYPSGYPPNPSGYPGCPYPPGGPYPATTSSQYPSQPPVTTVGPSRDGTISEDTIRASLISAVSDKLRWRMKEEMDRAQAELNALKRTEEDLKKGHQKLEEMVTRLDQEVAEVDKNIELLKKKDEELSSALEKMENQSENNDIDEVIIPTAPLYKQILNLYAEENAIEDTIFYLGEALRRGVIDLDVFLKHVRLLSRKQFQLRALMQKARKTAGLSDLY
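Steps: Tsg101 binding domain dispensed (10 uM final), compounds pinned in DMSO, FITC-labeled PTAP-motif peptide added (50 nM final); after 20 min binding at room temperature, polarization measured.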
ELG1 DNA repair: inhibitors of ELG1-dependent DNA repair in HEK293T cells | AID 504467 | Potency, µM (top dose mostly 46.1 µM), without a hit: top-dose activity change, negative = inhibition, usual class: inhibitors | 330,000 tested, 2.3% active | HEK293T ELG1-luciferase reporter, luminescence, 16 h; DNA damage induced by 5-fluorouridine; note: potency is the fitted concentration of half-maximal effect; % is set by controls: 0 for no effect and ±100 for the full control effect; nearly all actives have a fitted effect of over 55% in size
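5-Fluorouridine DNA damage + compound/DMSO, 2,000 cells/well, 16 h, 37 °C/5% CO2. ONE-Glo, 30 min RT, luminescence. Readout = decrease in reporter signal.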
TSHR antagonist: blocks TSH signaling through the human TSH receptor; P16473; TSHR-expressing cells, TSH-stimulated cAMP HTRF, 2 h; stronger effect = lower value; activity change, negative = inhibition, % at 11.5 µM; 330,000 tested, 0.2% active;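 active = activity change below a set negative limit, meaning inhibition stronger than a set level, cut at about -70% in these data; inconclusive = activity change between two set negative limits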; note: % is set by controls: 0 for no effect and ±100 for the full control effect
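TSHR-expressing cells were treated with compounds, then stimulated with TSH at EC80 (4nM final) for 2 hours at 37 deg C. Cellular cAMP was measured by HTRF competition between lysate cAMP and cAMP-d2 for a cryptate-labelled anti-cAMP antibody.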
a7 integrin act: activators of alpha7 integrin expression for muscular dystrophy | alpha7betagal myoblasts, beta-gal FDG fluorescence, 48 h | Potency, µM (series often up to 38.3 µM), for the others: at the highest dose activation, hits mostly activators | 350,000 tested, 0.064% active | AID 624291;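 note: potency is the fitted concentration of half-maximal effect; 100% = response of the positive control SU9516; nearly all actives have a fitted effect of over 60% in size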
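Alpha7betagal+/- myoblasts (passage 13) were plated 16-24 hr, then exposed to compounds (1:260 dilution of DMSO stock) for 48 hours at 37C. After MPER lysis, β-galactosidase reporter activity was read as FDG fluorescence (ex 480/em 540) after 30 minutes.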
* = called active by the depositor; i = inactive; ? = inconclusive; nt = no result given; [ ] = dose if it differs, or a comment. Unless noted, calls come from the whole dose curve; as a rule, active = well fitted curve in the direction sought with a large enough effect; inconclusive = small, poorly fitted or top-dose-only effect, or another doubt; inactive = no such curve, though single readings can be large; an effect the other way counts as inactive or inconclusive.

Start of the listing, in advance, 2 compounds:
SMILES | Tb PFK block | Mito fusion act | TCR activator | A-T KAP1 phos | S-ASM inh | BCR signal inh | Eya2 phos inh | PTAP TSG101 blk | ELG1 DNA repair | TSHR antagonist | a7 integrin act
CCNc1nc(NCC)n2c(SCC(=O)c3ccccc3F)nnc2n1 | 1% | 7% | 4% | -5% | 4% | 5% | -15% | -1% | -19% | -9 | 0%
O=S(N1CCc2ccccc21)C12CC3CC(CC(C3)C1)C2 (configuration not stated) | 2% | -3% | 1% | 2% | -2% | 10% | -3% | -1% | ? | -8 | 9%

All compounds of this part, previewed entries included:
SMILES | Tb PFK block | Mito fusion act | TCR activator | A-T KAP1 phos | S-ASM inh | BCR signal inh | Eya2 phos inh | PTAP TSG101 blk | ELG1 DNA repair | TSHR antagonist | a7 integrin act
CCNc1nc(NCC)n2c(SCC(=O)c3ccccc3F)nnc2n1 | 1% | 7% | 4% | -5% | 4% | 5% | -15% | -1% | -19% | -9 | 0%
O=S(N1CCc2ccccc21)C12CC3CC(CC(C3)C1)C2 (configuration not stated) | 2% | -3% | 1% | 2% | -2% | 10% | -3% | -1% | ? | -8 | 9%
COc1ccc(NC(=O)c2ccccc2N(Cc2ccccc2)S(C)(=O)=O)c(OC)c1 | -5% | 2% | -4% | 1% | 1% | -24% | 3% | -5% | ? | -16 | -24%
CCNc1nc(C)nc2c1oc1ccccc12 | -1% | 0% | nt | 2% | -2% | 8% | -11% | -5% | 12% | -7 | -8%
NNc1nc2c(F)cccc2s1 | -13% | 4% | 6%[46.1 µM] | 1% | 2% | ? | 0% | -8% | ? | -3 | -7%
CC(=O)Nc1cccc(Oc2ccc([N+](=O)[O-])cc2Cl)c1 | 0% | 4% | -4% | -2% | 7% | -6% | -6% | -6% | 18% | 4 | 2%
CC(C)(C)/C=N/NC(=O)C1CC1 | 11% | -3% | -9% | 26% | 3% | -11% | 9% | -1% | 14% | 10 | -30%
Cc1nc2c3ccccc3[nH]c(=O)n2n1 | -3% | -3% | -9%[46.1 µM] | 1% | 2% | -6% | 4% | -2% | 2% | -2 | 6%
C/C(=C1/SC(N2CCOCC2)=NC1=O)c1ccc(Cl)cc1 | -1% | -3% | nt | 0% | -1% | 0% | -15% | -6% | -1% | -9 | 21%
Cc1cccc(NC(=O)CSc2nnc(-c3ccco3)o2)c1 | -5% | -2% | 9% | -4% | 3% | 1% | 3% | -1% | ? | 20 | 14%
CCOC(=O)C1=C(c2ccccc2)OC(N)=C(C#N)C1c1cccs1 (configuration not stated) | -5%[0.46 µM] | 0% | -1% | -5% | -1% | ? | 2% | -4% | 2% | 4 | -15%
Cc1ccc(S(=O)(=O)N2CCN(C(=O)COC(=O)COc3cccc4c3OC(C)(C)C4)CC2)cc1 | -3% | -9% | -2% | 0% | nt | 0% | 17% | -1% | -17% | 5 | 10%
CN1CCN(S(=O)(=O)c2cccc(C(=O)NCc3ccccc3Cl)c2)CC1 | -9% | -2% | 8% | 1% | -6% | 3% | 3% | -2% | 5% | 4 | 19%
O=C(CCc1ccccc1)Nc1cccc(S(=O)(=O)N2CCOCC2)c1 | 5% | nt | nt | 3% | 1% | -2% | 1% | -5% | -19% | -3 | -25%
C=C(C)CNC(=S)N/N=C\c1ccc2c(c1)OCO2 | 3% | 2% | 0% | 3% | -5% | 6% | 9% | -1% | 2% | 10 | -10%
CCN(CC)c1ccc(/C=N/NC(=O)CC(C)C)cc1 | 0% | -1% | -18% | -6% | 186%[activator] | ? | 2% | -6% | 27% | 1 | 14%
CN(CC(=O)NC(=O)NC1CCCCC1)CC(=O)Nc1ccc(Cl)cc1 | ? | 22% | 4% | 16% | -5% | ? | ? | -4% | ? | -1 | 3%
CCOc1ccc(S(=O)(=O)N2CCN(C(=O)c3cc([N+](=O)[O-])ccc3N3CCOCC3)CC2)cc1 | -4% | -6% | -3% | -2% | -2% | 1% | -2% | 5% | 7% | 2 | -21%
Cc1nc(N2CCCCC2)c2c(C)c(C(=O)Nc3ccc4c(c3)OCCO4)sc2n1 | -5% | ? | 1% | -6% | 6% | 6% | 11% | -5% | 10µM* | -10 | ?
COc1ccc(Br)cc1-c1nc(CCl)cs1 | 9% | 2% | -3% | -3% | 0% | -4% | -16% | ? | 6% | -2 | 9%
Cn1c(SCCOc2cccc(Cl)c2)nnc1-c1ccncc1 | -5% | 0% | 1% | 9% | 0% | 3% | 9% | -3% | -18% | 6 | -2%
Cc1noc(C)c1CSc1nc2[nH]ncc2c(=O)n1-c1ccccc1 | 3% | -4% | -1% | -3% | 5% | ? | -5% | 0% | ? | 4 | 25%
O=C(CCNC(=O)c1ccccc1Cl)Nc1ccc(Br)c(C(F)(F)F)c1 | -11% | -13% | -13%[46.1 µM] | 7% | -3% | 1% | -10% | -1% | 8% | -7 | 4%
COC(=O)C1C(=O)C2=C(CC1C)Nc1ccccc1NC2c1cccs1 (configuration not stated) | 1% | 5% | 3% | 1% | -3% | 1% | 4% | -3% | 7% | -3 | -18%
O=C(CS(=O)(=O)Cc1ccccc1)Nc1cccnc1 | -6% | 1% | -1% | -2% | 2% | 8% | 9% | -3% | 0% | -9 | 16%
Cc1cc(C)cc(NC(=O)c2cnn(-c3ccccc3)c2C2CCNCC2)c1 | 1% | 5% | -7% | 0% | 0% | -16% | 16% | -3% | -2% | 4 | -34%
COc1ccc(-n2c(SCC(=O)N3CCCCC3C)nnc2-c2cccnc2)cc1 (configuration not stated) | -1% | -2% | 0% | 20% | 4% | 1% | 22% | -8% | -9% | 11 | 12%
Cc1cccc(N2CC(O)(c3cccs3)[N+]3=C2CCCCC3)c1 (configuration not stated) | -7% | -3% | 4% | 3% | 7% | -8% | 0% | -3% | 5% | 5 | -59%[inhibitor]
O=C(NCCOc1ccccc1)C1CCC(=O)N(CCc2ccc(Cl)cc2)C1 (configuration not stated) | 1% | 0% | 6% | ? | 4% | 2% | 1% | -2% | 7% | 33 | 11%
C#CCOCCOCCOCCNc1nc(N2CCOCC2)nc(N2CCN(C(=O)[C@H](CCCN=C(N)N)n3cc(C(N)[C@@H](C)CC)nn3)CC2)n1 (some centres not stated) | 8% | nt | -16% | 5% | 5% | 3% | -1% | nt | ? | 4 | -5%
COC(=O)C1=CN(Cc2ccccc2)C=C(C(=O)OC)C1c1cc(F)ccc1F | 0% | 14% | 6% | ? | i | ? | 1% | -3% | -7% | -12 | -17%
O=C(CCC(=O)NC1CCCCC1)Nc1cccnc1 | -4% | 3% | -9% | -6% | 4% | 4% | -2% | 0% | 21% | -9 | 12%
Cc1ccc(-c2csc3ncnc(N4CCN(Cc5ccccc5)CC4)c23)cc1 | -3% | 0% | -5% | 10% | -15% | 0% | 2% | -2% | 0% | 7 | 11%
CC(=O)Nc1ccc(NC(=O)Nc2cccc(C)c2C)cc1 | 2% | -10% | -42% | 6% | 2% | ? | 1% | 3% | 3% | 0 | 13%
CC(=O)c1sc(NC(=O)c2ccc(F)c(S(=O)(=O)N3CCOCC3)c2)nc1C | 4% | -2% | -1% | -2% | 2% | -1% | 2% | -2% | 23% | 5 | 4%
O=C(CCc1ccccc1)N1CCN(c2ccc([N+](=O)[O-])cc2)CC1 | -4% | -7% | -4% | -4% | -13% | ? | 7% | 0% | ? | -1 | -27%
CCCCN(C)C(=O)c1nc2ccccn2c1CN1CCSCC1 | 1% | 0% | -3% | -6% | 4% | -1% | 2% | -7% | 11% | -3 | 16%
CCc1ccc(-c2cc(C(=O)N3N=C(C(F)F)CC3(O)C(F)F)c3ccccc3n2)cc1 (configuration not stated) | -1% | -23% | 0% | 27% | -16% | 6% | -13% | -7% | ? | 22 | -58%[inhibitor]
COC(=O)C1=C(NC(=O)C(C)(C)C)CCS1 | -13% | 7% | 14%[46.1 µM] | -9% | 6% | 7% | -1% | -3% | 12% | 0 | 2%
COC(=O)N/N=C/c1ccc(OC(=O)c2ccco2)c(OC)c1 | -1% | 5% | -8% | -3% | 5% | -4% | -38% | -3% | 0% | 1 | 33%

Compound activity deposited in PubChem by National Center for Advancing Translational Sciences (NCATS).
